Screens: PubChem BioAssay, National Center for Advancing Translational Sciences (NCATS)
Vif-APOBEC3G blk – blocks the Vif interaction with human APOBEC3G; Potency, µM (top dose mostly 46.1 µM), for inactives: at the highest dose activity, negative = active, most hits filed as inhibitors; 410,000 tested, 0.076% active; Q9HC16; HeLa A3G-eYFP + Vif (tagged APOBEC3G with the HIV-1 protein that degrades it), YFP fluorescence, overnight;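 note: % is set by controls: 0 for no effect and ±100 for the full control effect; nearly all actives have a fitted effect of over 60% in size; hits raise eYFP signal because A3G escapes Vif-driven loss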
Target sequence (Q9HC16 whole entry, looked up): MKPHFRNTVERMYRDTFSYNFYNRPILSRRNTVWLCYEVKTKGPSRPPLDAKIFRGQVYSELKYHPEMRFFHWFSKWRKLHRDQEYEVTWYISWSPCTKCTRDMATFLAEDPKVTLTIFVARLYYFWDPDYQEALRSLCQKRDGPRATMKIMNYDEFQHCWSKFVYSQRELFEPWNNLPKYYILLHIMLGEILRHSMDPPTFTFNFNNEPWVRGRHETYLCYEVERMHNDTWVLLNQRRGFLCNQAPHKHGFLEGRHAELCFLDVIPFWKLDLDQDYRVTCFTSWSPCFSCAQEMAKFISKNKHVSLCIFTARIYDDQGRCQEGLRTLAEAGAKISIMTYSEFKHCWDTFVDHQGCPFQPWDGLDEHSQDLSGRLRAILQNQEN
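HeLa cells stably expressing Vif and C-terminally eYFP-tagged A3G, seeded overnight at 37 deg C, then exposed to compound by pintool overnight at 37 deg C. Rise in yellow fluorescence (Ex 488/Em 500-530, Acumen) marks blocked Vif-driven A3G degradation.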
Glioma ERSR ind – inducers of ER stress response in human glioma cells | Potency, µM, for inactives: top-dose activation, hits mostly activators | 420,000 tested, 0.02% active | U87-MG GRP78 promoter luciferase reporter, 16 h; note: series mostly up to about 76 µM; % of control where 0% means no effect; nearly all actives have a fitted effect of over 35% in size
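Stably transfected U87-MG human glioma cells carrying a GRP78-based luminescent sensor were seeded at 1000 cells/well, pin-dosed with compounds and incubated 16 h. Luciferase reagent was then added, and end-point luminescence was read after 10 min at room temperature.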
* hit, by the source's call; ? = inconclusive; · = not tested or not shown. Calls come from the whole dose curve; as a rule, active = well fitted curve in the direction sought with a large enough effect; inconclusive = small, poorly fitted or top-dose-only effect, or another doubt; inactive = no such curve, though single readings can be large; an effect the other way counts as inactive or inconclusive. Potency is the fitted concentration of half-maximal effect.

SMILES	Vif-APOBEC3G blk	Glioma ERSR ind
OC[C@@H]1CN(Cc2ccc(Cl)cc2)C[C@H](n2cnc3c(NC4CCCC4)ncnc32)O1	-4%	1%
O=C(N1CCOCC1)C12OC3CC(CC(C3)O1)O2	1%	1%
CC1(C(=O)Nc2cnc3ccccc3c2)CCN1Cc1ccc2c(c1)OCCO2 (stereo unspecified)	0%	-3%
Cc1cc(/C=C2\C=Cc3ccccc32)cc(C)c1[N+](=O)[O-]	-5%	3%
CN(C)CCNc1ncnc2c1ncn2[C@H]1CN(C)C[C@@H](CO)O1	-2%	-3%
NCc1csc(NC(=O)Nc2cccc(C(F)(F)F)c2)n1	-3%	1%
COc1ccc(OC)c(/C=C/c2nc3ccccc3nc2C)c1	-23%	1%
OC[C@@H]1CN(Cc2ccc3c(c2)OCO3)C[C@H](n2cnc3c(N4CCOCC4)ncnc32)O1	-2%	3%
Cc1cccnc1CNC(=O)C1(C)CCCN1CC(C)C (stereo unspecified)	-1%	-1%
CCCCC(=O)N1C/C=C\C(c2ccc(OC)cc2)N(Cc2ccc(F)cc2)C(=O)C1C (stereo unspecified)	0%	-1%
Cc1c(C(=O)Nc2cccc(Oc3ccccc3)c2)sc(=O)n1Cc1ccc(F)cc1	0%	0%
NC(=O)c1csc(-c2ccc(CO)o2)n1	0%	-2%
C(=C\c1ccccc1)/CN1CCN(C(CCc2ccccc2)c2nnnn2-c2ccc3c(c2)OCCO3)CC1 (stereo unspecified)	-2%	-7%
CC[C@H](C)[C@@H]1OC(=O)[C@@H](C)[C@@H](CC)NC(=O)[C@H](C)N(C)C(=O)C(C)(C)C(=O)C(C)NC(=O)[C@H](Cc2ccccc2)N(C)C(=O)[C@H](C(C)C)N(C)C(=O)CNC(=O)[C@H](CC(C)C)N(C)C(=O)CNC1=O (stereo partly specified)	-9%	-1%
CCc1nc2ccc(C(=O)NCc3ccc(OC)cc3)cn2c1N(CC)Cc1cccc(Br)c1	-7%	2%
OCc1ccccc1-c1ccc2nccn2c1	-5%	7%
OCCCCCCNc1ccc(CCO)cc1	-1%	0%
CCCCNC(=O)C1(C)CCCCN1C(=O)c1cc(C#N)cs1 (stereo unspecified)	0%	-3%
Cn1ccc2c(N3CCC3)cc3c(c21)C1CCC3O1 (stereo unspecified)	-3%	2%
COc1ccc(/C=C/c2ccnc3ccccc23)cc1OC	-10%	3%
CCOc1ccccc1NC(=O)c1nc(SCc2ccccc2F)ncc1Cl	3%	0%
Cc1ccccc1-c1cc2nc(NCCOc3ccccc3Cl)n(C)c(=O)c2s1	-3%	0%
CCCCC(=O)N(C)c1c(CC)nc2c(OCC(=O)c3ccc(Cl)cc3Cl)cccn12	-15%	-3%
N#Cc1ccc(-c2nc3ccc(Br)cn3c2Cc2cccc(Cl)c2)cc1	-1%	2%
O=C1c2ccccc2C(=O)N1c1nc(-c2ccc(F)cc2)cs1	3%	0%
CCc1nc2ccc(C(=O)NCCCN3CCCC3=O)cn2c1N(C=O)CC	0%	0%
CCc1nc2c(OCC(=O)N3CCOCC3)cccn2c1N(C)C(=O)COc1ccccc1	-1%	-2%
Cc1c(C(=O)NCc2ccco2)sc(=O)n1Cc1ccc(S(C)(=O)=O)cc1	0%	-1%
COc1ccc(-c2nc3ccc(C)cn3c2Cc2ccccc2)cc1OC	-10%	1%
Cc1onc(-c2ccccc2)c1C(=O)N1CCC(C)(C(=O)NS(=O)(=O)C2CC2)C1 (stereo unspecified)	-2%	2%
CC(=O)Nc1cccc(Nc2cnccn2)c1	0%	3%
CC(C)Nc1nc(-c2ccccc2CO)c2sccc2n1	-7%	-2%
CC1=C(C(=O)N2CCOCC2)CC(CC(=O)NCc2cccc3ccccc23)C(=O)N1Cc1ccc(C(C)(C)C)cc1 (stereo unspecified)	2%	-3%
CC(=O)Nc1ccc(SCC(CC(C)C)N2CCN(C)CCC2=O)cc1 (stereo unspecified)	3%	-3%
Cc1cn([C@H]2C[C@H](O)[C@@H](CCC(=O)NCCCc3ccccc3)O2)c(=O)[nH]c1=O	-1%	-1%
CC(NC(=O)c1cccc2c1Oc1ccccc1S2)C(=O)O (stereo unspecified)	-2%	-2%
CCCCNC(=O)C(NC(=O)c1cccc(C(F)(F)F)c1)C(=O)c1ccccc1 (stereo unspecified)	-5%	-3%
O=C(Nc1ccc(F)c(Cl)c1)c1cc(C2CCCCN2C(=O)c2ccc3c(c2)CCO3)on1 (stereo unspecified)	-1%	0%
Cc1ccccc1-c1cc2c(c3c1ccn3C)C1CCC2C1 (stereo unspecified)	-1%	0%
Cc1cccc(C)c1C(O)c1ncc(-c2ccccc2Cl)[nH]1 (stereo unspecified)	-9%	-1%
CCCNC(=O)C1(C)CCCN(C(=O)c2cc(C)n(C(C)(C)C)n2)C1 (stereo unspecified)	-2%	0%
CSc1ccc(CN2CCC2(C)C(=O)NCc2ccc3c(c2)OCO3)cc1 (stereo unspecified)	-2%	1%
NC(c1csc(Nc2ccccn2)n1)C1CCCCC1 (stereo unspecified)	1%	-1%
N#CC(c1ccccc1)c1ccc([N+](=O)[O-])cc1 (stereo unspecified)	1%	-1%
COc1ccc(C(N)c2csc(Nc3ccc(C(=O)c4ccccc4)cc3)n2)cc1 (stereo unspecified)	2%	-7%
COc1cc(OC)c(/C=C/c2nc3ccccc3o2)c(OC)c1	-6%	·
CCS(=O)(=O)NC(=O)C1(C)CCN1C(=O)C1(c2ccc(Cl)cc2)CC1 (stereo unspecified)	0%	-2%
COc1ccc(S(=O)(=O)N2CCC3CC2c2cc(-c4ccc5c(c4)OCO5)ccc23)cc1 (stereo unspecified)	-4%	-3%
CN1OC[C@@H]2CN3C(=O)N(c4cccc5ccccc45)c4ccccc4[C@@H]3C[C@@H]21	-4%	-2%
c1ccc(CNc2nc(NCC3CC3)nc3cc(-c4ccccc4)sc23)cc1	-2%	-13%

For convenience, some entries already given.
SMILES	Vif-APOBEC3G blk	Glioma ERSR ind
N#CC(c1ccccc1)c1ccc([N+](=O)[O-])cc1 (stereo unspecified)	1%	-1%
COc1ccc(C(N)c2csc(Nc3ccc(C(=O)c4ccccc4)cc3)n2)cc1 (stereo unspecified)	2%	-7%
COc1cc(OC)c(/C=C/c2nc3ccccc3o2)c(OC)c1	-6%	·
CCS(=O)(=O)NC(=O)C1(C)CCN1C(=O)C1(c2ccc(Cl)cc2)CC1 (stereo unspecified)	0%	-2%
COc1ccc(S(=O)(=O)N2CCC3CC2c2cc(-c4ccc5c(c4)OCO5)ccc23)cc1 (stereo unspecified)	-4%	-3%
CN1OC[C@@H]2CN3C(=O)N(c4cccc5ccccc45)c4ccccc4[C@@H]3C[C@@H]21	-4%	-2%
c1ccc(CNc2nc(NCC3CC3)nc3cc(-c4ccccc4)sc23)cc1	-2%	-13%

(more compounds)
SMILES	Vif-APOBEC3G blk	Glioma ERSR ind
COc1ccc(-c2csc(C(O)c3cccc(Cl)c3)n2)cn1 (stereo unspecified)	-3%	-1%
COc1ccc(CNC(=O)c2[nH]c(C(F)(F)F)nc2-c2ccccc2)cc1OC	0%	-3%
CC(=O)OC[C@@H]1CN(Cc2ccccc2)C[C@H](n2cnc3c(N4CCCC4)ncnc32)O1	1%	-2%
O=CNc1cc(-c2cccc(O)c2)cn2c(-c3ccc(F)cc3)cnc12	-29%	0%
CC(C)N1CCCC(C)(C(=O)Nc2nc3ccccc3n2C)C1 (stereo unspecified)	2%	-2%
COc1cc(C(O)c2nc(-c3cc(F)cc(F)c3)cs2)ccc1F (stereo unspecified)	-2%	-2%
Cc1cc(C)cc(CC(=O)N2CCC2(C)C(=O)NS(=O)(=O)c2ccc(C#N)cc2)c1 (stereo unspecified)	-1%	2%
CN(C)CCNc1ncnc2c1ncn2[C@H]1CN(CCc2ccccc2)C[C@@H](CO)O1	0%	-3%
Cc1ccc(Nc2nc(NCC3CC3)nc3ccsc23)c(C)c1	?	-2%
Nc1nc2c(ncn2[C@@H]2O[C@H](CNS(=O)(=O)N3CCCC3)[C@@H](O)[C@H]2O)c(=O)[nH]1	2%	1%
CCCNC(=O)C1(C)CCCN(Cc2ccc3c(c2)OCO3)C1 (stereo unspecified)	-2%	-3%
O=C(OCc1ccccc1)N1CCN(/[N+]([O-])=N/Oc2ccc([N+](=O)[O-])cc2[N+](=O)[O-])CC1	-18%	-11%
CC(=O)Nc1cncc(-c2ccccc2C(C)=O)n1	-2%	-1%
CCc1nc2ccc(C(=O)N3CCN(C(=O)c4ccco4)CC3)cn2c1N(CC)CCOC	2%	0%
CC1(c2nc3ccccc3[nH]2)CCC(=O)N1C1CC1 (stereo unspecified)	-3%	-1%
COc1ccc(N2CCN(c3cc(C(=O)Nc4cc(OC)c(OC)c(OC)c4)ncn3)CC2)cc1OC	?	-2%
Cc1ccccc1C(=O)Nc1cccc(-c2nnc(SCC(=O)NCc3ccco3)n2C)c1	-1%	-2%
COCCNC(=O)C1(C)CCCN(CCS(=O)(=O)c2ccc(C)cc2)C1 (stereo unspecified)	-3%	-3%
CC1(Cc2ccc(F)c(Cl)c2)C(=O)Nc2c(Cl)cccc21 (stereo unspecified)	-2%	-2%
O=C1[C@H](Cc2ccccc2)NC/C=C\C[C@H](c2ccco2)N1Cc1ccccc1	-2%	-3%

Reprinted at random: five records from the list, in no set order.
SMILES	Vif-APOBEC3G blk	Glioma ERSR ind
COCCNC(=O)C1(C)CCCN(CCS(=O)(=O)c2ccc(C)cc2)C1 (stereo unspecified)	-3%	-3%
COc1ccc(N2CCN(c3cc(C(=O)Nc4cc(OC)c(OC)c(OC)c4)ncn3)CC2)cc1OC	?	-2%
OC[C@@H]1CN(Cc2ccc(Cl)cc2)C[C@H](n2cnc3c(NC4CCCC4)ncnc32)O1	-4%	1%
COc1ccc(OC)c(/C=C/c2nc3ccccc3nc2C)c1	-23%	1%
COc1ccc(CNC(=O)c2[nH]c(C(F)(F)F)nc2-c2ccccc2)cc1OC	0%	-3%

Entries of single compounds from above. Screens in order: Vif-APOBEC3G blk, Glioma ERSR ind
`CC1(Cc2ccc(F)c(Cl)c2)C(=O)Nc2c(Cl)cccc21` (stereo unspecified) in the list: -2%, -2%
`CCc1nc2ccc(C(=O)N3CCN(C(=O)c4ccco4)CC3)cn2c1N(CC)CCOC` in the list: 2%, 0%
`O=C1[C@H](Cc2ccccc2)NC/C=C\C[C@H](c2ccco2)N1Cc1ccccc1` in the list: -2%, -3%

Further entries follow.
SMILES	Vif-APOBEC3G blk	Glioma ERSR ind
COc1cccc(C=NN(C)c2c([N+](=O)[O-])cc(C(F)(F)F)cc2[N+](=O)[O-])c1O	-10%	-1%
COc1ccc(C(=O)C[n+]2cc(Br)cc(Br)c2)cc1	0%	-6%
CC1(C(=O)NS(=O)(=O)Cc2ccccc2)CCN1C(=O)C/C=C/c1ccccc1 (stereo unspecified)	1%	-2%
COc1cccc(-c2cc(CNC(=O)[C@H]3O[C@@H](n4ccc(=O)[nH]c4=O)[C@H](O)[C@@H]3O)no2)c1	2%	-3%
COc1cc(C)ccc1S(=O)(=O)NC(=O)C1(C)CCN1C(=O)c1ccc(C(F)(F)F)nc1C (stereo unspecified)	-1%	0%
Cc1ccc(NC(=O)C2(C)CCN2Cc2ccccc2OC(F)F)cc1 (stereo unspecified)	3%	-3%
COC(=O)CN1CCC(=O)c2ccccc2S1(=O)=O	0%	-1%
CCc1nc2c(OCc3ccc(OC(F)F)cc3)cccn2c1N(C)C(=O)c1ccc(OC)cc1	-3%	-1%
CC(C)N1CCC1(C)C(=O)Nc1cccc(C#N)c1 (stereo unspecified)	-2%	-3%
CC(C)(C)n1ncc2c(=O)n(Cc3ccc(Cl)cc3F)cnc21	-6%	-2%
COc1cc(OC)nc(Nc2nc(C(N)c3ccccc3)cs2)n1 (stereo unspecified)	-4%	1%
OC[C@H]1O[C@@H](c2nc(-c3ccc(C4OCCO4)cc3)no2)[C@H](O)[C@@H]1O	4%	0%
COc1ccc(-c2csc(C(O)c3ccccc3)n2)cc1 (stereo unspecified)	0%	4%
CCCNC(=O)C1(C)CCCN(C(=O)Cc2cccc(OC)c2)C1 (stereo unspecified)	0%	1%
COCCNC(=O)C1CCCN(C(=O)c2ccc(C(F)(F)F)nc2C)CC1 (stereo unspecified)	1%	-2%
CC1=C(C(=O)N(C(C)C)C(C)C)CC(CC(=O)NCc2ccco2)C(=O)N1Cc1ccccc1 (stereo unspecified)	-2%	-4%
O=C(/C=C/[C@H]1O[C@@H](n2ccc(=O)[nH]c2=O)[C@H](O)[C@@H]1O)NCc1cccc2ccccc12	-2%	1%
OC(c1ccco1)c1nc(-c2ccc(F)c(Cl)c2)cs1 (stereo unspecified)	-9%	1%
Cc1ccc2[nH]c(=O)c(CN(CCCO)Cc3nnnn3Cc3ccccc3)cc2c1	0%	-1%
CC1(C(=O)NS(=O)(=O)c2ccc3c(c2)CCO3)CCN1C(=O)Cc1ccc(-c2ccccc2)cc1 (stereo unspecified)	-6%	-2%
COc1cc(OC)c2c(-c3ccccc3)cc(=O)oc2c1C(CC(=O)N1CCCC1)c1ccc(N(C)C)cc1 (stereo unspecified)	-2%	-3%
Cc1ccc(-c2nc3ccc(Br)cn3c2Cc2ccccc2C(F)(F)F)cc1	-13%	-1%
O=C(Nc1nnc([C@H]2C[C@H](O)[C@@H](CO)O2)s1)Nc1ccccc1Oc1ccccc1	-2%	1%

Not all compounds are listed (hit frequency here may not be typical).
